# Screens from PubChem.
# All columns: NCI-60 one-dose screen, growth in % after 48 h at 10 µM unless noted; 100 = growth as untreated, 0 = no growth, -100 = all killed.
# MCF7 – MCF7 breast cancer | actives 6.3% (n = 82,000)
# MDA-MB-231 – MDA-MB-231 breast cancer | actives 5% (n = 81,000) | AID 1794789
# T-47D – T-47D breast cancer | actives 5% (n = 79,000) | AID 1794792
# BT-549 – BT-549 breast cancer; actives 4.4% (n = 78,000)
# LOX IMVI – LOX IMVI melanoma; actives 7.4% (n = 79,000)
# MDA-MB-468 – MDA-MB-468 breast cancer | AID 2202374 | actives 8.5% (n = 78,000)
# HS 578T – HS 578T breast cancer; actives 4.1% (n = 78,000)
# K-562 – K-562 leukemia. actives 7.4% (n = 78,000). AID 1794777
# Starred values were filed as active, the others as inactive; x = no result given; & = joins results of further samples. The calls were made as follows: active = growth percent below 10; inactive = the rest.
mol	MCF7	MDA-MB-231	T-47D	BT-549	LOX IMVI	MDA-MB-468	HS 578T	K-562
N#C/C(=C1\SCCCN1c1ccccc1)c1nc2ccccc2s1	87	78	63	97	90	90	92	98
CN(Cc1ccccc1)c1nc(Cl)c(C2CC(c3ccc4c(c3)OCO4)=Cc3[nH][nH]c(=O)c32)s1 (stereo not drawn)	99	104	97	87	102	102	102	107
CC(=O)c1c(O)c(C)c(O)c2c1OC1=Cc3c(c(C)nn3C)C(=O)C12C (stereo not drawn)	92	88	67	81	86	46	86	58
Cn1cc2c(c1)-c1nc(Nc3ccccc3)ncc1CC2	25	67	41	32	50	48	78	85
CCCCNC(=O)N/C=C(/C#N)C(N)=O	102	93	102	103	101	99	96	116
CCOc1ccccc1-c1cc(-c2cccs2)c(C#N)c(=O)[nH]1	37	89	27	86	87	2.1*	77	49
Cc1ccc(C(=O)CSc2n[nH]c(-c3ccncc3)n2)cc1	94	101	89	102	100	110	93	93
CCCCOc1nc2c(C)cccc2cc1C1CNC(=O)c2ccccc2N1 (stereo not drawn)	16	65	58	74	61	52	70	19
OCC1OC(n2ccc3c(NO)ncnc32)C(O)C1O (stereo not drawn)	-0.4*	-20*	-19*	-31*	-45*	-89*	-11*	-11*
CCSC1=CC(=O)c2ccccc2C1=O	13	4.0*	-42*	91	48	-88*	95	2.7*
O=C(Nc1ccccc1C1=NCC(CO)O1)c1ccc(F)cc1 (stereo not drawn)	84	105	70	80	101	104	109	92
COc1cccc(/C=N/Nc2nnc3n2N=C(c2ccc(Cl)cc2)CS3)c1	78	85	73	80	96	77	87	69

# Single records (already shown).
# CN(Cc1ccccc1)c1nc(Cl)c(C2CC(c3ccc4c(c3)OCO4)=Cc3[nH][nH]c(=O)c32)s1 (stereo not drawn) is entered as MCF7: 99; MDA-MB-231: 104; T-47D: 97; BT-549: 87; LOX IMVI: 102; MDA-MB-468: 102; HS 578T: 102; K-562: 107
# OCC1OC(n2ccc3c(NO)ncnc32)C(O)C1O (stereo not drawn) is entered as MCF7: -0.4*; MDA-MB-231: -20*; T-47D: -19*; BT-549: -31*; LOX IMVI: -45*; MDA-MB-468: -89*; HS 578T: -11*; K-562: -11*
# O=C(Nc1ccccc1C1=NCC(CO)O1)c1ccc(F)cc1 (stereo not drawn) is entered as MCF7: 84; MDA-MB-231: 105; T-47D: 70; BT-549: 80; LOX IMVI: 101; MDA-MB-468: 104; HS 578T: 109; K-562: 92

# Continuation.
mol	MCF7	MDA-MB-231	T-47D	BT-549	LOX IMVI	MDA-MB-468	HS 578T	K-562
CN/C=C/C(=O)c1nnn(-c2ccc(Cl)cc2)c1C	92	105	100	98	97	92	99	112
NC(=O)NC(=O)Cc1ccc([N+](=O)[O-])cc1	101	110	76	100	88	x	106	104
CC(C)(NC(=O)OC1CCCN(C(=O)CN)C1)c1csc(-c2ccc(F)cc2)n1 (stereo not drawn)	95	99	98	94	98	82	96	105
CCCCNC1=CC(=O)C(NCCCC)=CC1=O	100	105	106	115	101	101	125	102
COc1ncnc(NS(=O)(=O)c2ccc(NC(=O)c3ccccc3F)cc2)c1OC	101	92	84	76	95	101	111	87
COc1ccc(-c2nc(N)ncc2-c2ccc(Cl)cc2)c(O)c1	90	98	87	103	85	94	168	77
COc1cc(CSC(=N)N)cc(OC)c1	93	109	87	97	102	106	92	85
CC(=O)N1N/C(=C2/C(C)=NC(=S)NC2c2ccccc2)CC1c1ccccc1O (stereo not drawn)	100	98	94	102	94	101	105	101
O=C(c1ccc(Cl)cc1)C1[C@H](c2ccc(Br)cc2)[C@@H](c2ccccc2)NC12C(=O)Nc1ccc(Cl)cc12 (stereo partly drawn)	-40*	-95*	8.0*	-57*	-100*	-90*	-14*	-31*
O=S(=O)(Oc1ccccc1)c1ccc(Cl)c(Cl)c1	115	106	110	95	103	113	95	110
Cc1nn(-c2c(F)c(F)c(F)c(F)c2F)c(C)c1N=Nc1ccc(Br)cc1	77	100	66	98	92	97	99	93
Cc1cccnc1NC(=O)CNC(=O)C(C)c1ccc(CC(C)C)cc1 (stereo not drawn)	101	117	99	94	100	109	103	101
C[C@H]1CNCCCN1S(=O)(=O)c1cccc2cncc(F)c12	94	92	98	67	106	104	x	102
Cc1nn(-c2cc(=O)[nH]c3ccccc23)c(N)c1C#N	98	103	104	110	98	110	99	105
COc1cc(Cl)c(Cl)cc1Cl	104	133	112	113	102	97	130	x
CC(OC(=O)Nc1cccc(Cl)c1)C(=O)OCCCl (stereo not drawn)	93	100	98	104	109	110	107	106
COc1ccccc1C(=O)Nc1ccc(-c2cc(=O)c3c(O)c(OC)c(OC)cc3o2)cc1	95	97	83	86	105	99	116	90
CCCCS(=O)(=O)Nc1ccccc1C(=O)NN	95	110	85	104	98	105	102	104
C=C(C)C[C@@]1(C(=O)OC)C(=O)[C@H](C)CC2[C@@]3(C)CC[C@H](O)C(C)(C)C3CC[C@]21C (stereo partly drawn)	92	100	93	111	101	94	103	84
COc1ccc(C2CC(c3c(C)oc4c(OC)c5occc5c(OC)c4c3=O)=NN2)cc1OC (stereo not drawn)	83	76	62	99	103	101	77	88
CC(C)/C=C/CC[C@](C)(O)[C@H]1CC[C@]2(C)[C@@H]1CC[C@@H]1[C@@]3(C)C/C(=C/c4cccc(C(F)(F)F)c4)C(=O)C(C)(C)[C@@H]3CC[C@]12C	82	89	74	96	x	104	100	86
C/C(CCC(=O)O)=N\Nc1nc2ccccc2s1	93	91	96	101	103	118	114	x
Nc1cc2cccnc2cc1Cl	94	92	109	112	93	117	99	99
N#Cc1c(-c2ccc(F)cc2)nc(N/N=C/c2ccc[nH]2)nc1N1CCOCC1	72	92	80	72	97	61	85	68
Cc1cccc(C)c1N(C)N	111	104	112	113	94	115	107	113
CC12SCC(C(=O)NCc3ccccc3Br)N1C(=O)c1ccccc12 (stereo not drawn)	87	97	84	108	97	89	91	80
CCCCCCNC=O	96	107	94	112	104	93	x	106
O=C(O)CCC(=O)c1ccc(Br)cc1	95	101	103	x	96	110	96	107
COc1ccccc1/C=C/c1nn2c(-c3cccnc3)nnc2s1	62	99	60	89	101	90	107	103
COc1ccc2cc([C@H](C)C(=O)N/N=C/c3ccccc3)ccc2c1	95	x	98	104	x	94	x	97
CCN1C(=O)N(CC)C2C1NC(=O)N2/N=C/C=C/c1ccccc1 (stereo not drawn)	12	72	34	52	33	19	35	17
CN(C)c1nc2c(=O)[nH]c(N)nc2n1[C@@H]1O[C@H](CO)[C@@H](O)[C@H]1O	100	105	x	105	96	104	124	109
CSC(=Nc1ccc(N(C)C)cc1)NC#N	98	113	94	101	98	112	117	98
CCCCOC(=N)N(CCCC)c1ccccc1	104	94	90	112	92	111	114	90
Oc1ccccc1C=Nc1ccc(Cl)cn1	107	118	96	114	97	118	98	109
CNS(=O)(=O)c1ccc(Nc2ccc(C(F)(F)F)cc2)c(-c2cn(C)cn2)c1	42	60	48	59	43	-1.3*	60	22

# 5 compounds already listed, ordered by SMILES length, low to high.
mol	MCF7	MDA-MB-231	T-47D	BT-549	LOX IMVI	MDA-MB-468	HS 578T	K-562
Oc1ccccc1C=Nc1ccc(Cl)cn1	107	118	96	114	97	118	98	109
CSC(=Nc1ccc(N(C)C)cc1)NC#N	98	113	94	101	98	112	117	98
CC12SCC(C(=O)NCc3ccccc3Br)N1C(=O)c1ccccc12 (stereo not drawn)	87	97	84	108	97	89	91	80
CCN1C(=O)N(CC)C2C1NC(=O)N2/N=C/C=C/c1ccccc1 (stereo not drawn)	12	72	34	52	33	19	35	17
COc1ccc2cc([C@H](C)C(=O)N/N=C/c3ccccc3)ccc2c1	95	x	98	104	x	94	x	97

# Remaining list, next part.
mol	MCF7	MDA-MB-231	T-47D	BT-549	LOX IMVI	MDA-MB-468	HS 578T	K-562
COc1ncc(-c2ccc3ncnc(Nc4cccc(Cl)c4)c3c2)cc1NS(C)(=O)=O	7.7*	44	-6.7*	25	35	-43*	16	56
COc1ccc(/C=C/C(=O)c2cccc(OCCCCOc3cccc(C(=O)/C=C/c4ccc(OC)c(OC)c4)c3)c2)cc1OC	44	88	43	61	62	23	78	51
C#C[C@]1(O)CC[C@H]2[C@@H]3CC=C4c5sc(Nc6ccccc6)nc5CC[C@]4(C)[C@H]3CC[C@@]21C	8.1*	28	29	20	-6.2*	7.3*	-20*	9.6*
CC(C)[C@@H]1CC[C@]2(CO2)[C@@H]2C(=O)OCC(C(=O)O)=C[C@H]21	45	9.9*	12	-5.4*	-31*	7.7*	-5.3*	7.2*
O=c1[nH]n(C(=S)N/N=C/c2ccccc2Br)c(=O)c2ccccc12	95	x	107	103	x	102	x	90
O=C(O)CCC(C(=O)O)N1C(=O)CSC1=S (stereo not drawn)	89	108	97	102	97	99	97	92
C/C(=N\Nc1nc(-c2ccc(Cl)cc2)cs1)c1nnn(-c2ccc(S(N)(=O)=O)cc2)c1C	99	105	81	91	103	97	114	98
O=C(O)c1c2cc(Br)ccc2nc2[nH]c(=O)[nH]c(=O)c12	95	94	111	104	102	110	116	112
CCOC(=O)c1[nH]c(C)c(C(=O)OCc2ccccc2C#N)c1C	30	74	103	50	63	x	49	26
CCCCN1C(=O)/C(=c2\sc3n(c2=O)C2C(NN=3)N(CC)C(=O)N2CC)c2cc(C)ccc21 (stereo not drawn)	80	79	94	96	79	65	90	80
NC(Cc1c[nH]c2ccc(OCc3ccccc3)cc12)C(=O)O (stereo not drawn)	96	99	95	104	97	110	x	98
COc1ccc(OC)c(-c2nc3ccccc3s2)c1	62	79	x	101	90	98	94	107
CCCCCN(CCCCC)C(C)=O	92	104	101	101	91	107	67	104
COc1ccc(CC(C)=C(c2ccc(OCCCN(C)C)cc2)c2ccc(OCCCN(C)C)cc2)cc1	102	103	109	x	98	90	110	90
CN(C)c1ccc2cc(-c3nc4ccccc4s3)c(N)nc2c1	20	71	48	62	85	57	92	x
NC(=O)c1cc(Cl)ccc1NC(=O)c1ccccc1-c1ccccc1	25	29	27	x	29	25	34	11
Nc1nc(C(=O)N/N=C/c2ccc([N+](=O)[O-])cc2)nn1-c1ccc(S(N)(=O)=O)cc1	93	91	103	89	97	109	77	107
CCCCCCC(CO)CCCC (stereo not drawn)	101	118	104	103	94	98	108	100
COC(=O)c1cc2c(/C=C3/NC(=S)NC3=O)coc2n1C	81	82	80	73	98	x	66	96
N[C@@H](Cc1cn(-c2ccccc2O)nn1)C(=O)O	101	98	99	109	96	104	91	96
CSc1ncnc2nn(C3OC(COC(=O)c4ccccc4)C(OC(=O)c4ccccc4)C3OC(=O)c3ccccc3)nc12 (stereo not drawn)	91	96	79	130	100	97	105	88
COc1ccc(-c2nc(SCCC(C)C)nc(N/N=C\c3cccc([N+](=O)[O-])c3)c2C#N)cc1	36	23	28	63	19	13	9.4*	57
C#Cc1ccccc1NC(=O)c1sc2nc3c(cc2c1N)CCCCCC3	58	5.3*	50	37	23	74	8.2*	75
O=C(Cn1c(-c2cc3ccccc3oc2=O)nc2ccc(F)cc21)Nc1nc2ccccc2s1	87	73	82	108	82	83	92	x
CCCCCCCCCCCCSCC(=O)O	97	102	94	101	93	89	101	x
C=C1C(=O)O[C@H]2[C@H]1CC/C(COC(=O)c1ccc(C#N)cc1)=C\CC[C@@]1(C)O[C@@H]21	0.3*	2.9*	-16*	30	-81*	-17*	70	x
CCCCCCCCN(CCCCCCCC)CCCCCCCC	99	104	108	118	108	97	x	x
O=C(CSc1nnc(-c2cccs2)n1-c1ccccc1)Nc1ccccc1F	59	86	89	89	79	67	92	27
Cc1ccc(Nn2c(SCC(=O)Nc3nc(-c4ccccc4)cs3)nc(C)c2C)cc1	28	46	-2.5*	64	52	18	106	38
c1ccc(CNc2ncnc3[nH]ncc23)cc1	96	95	82	117	96	86	117	81
Cn1c(SCC(=O)NNc2ncnc3ccccc23)nc(-c2ccc(Cl)cc2)c(C#N)c1=O	88	93	94	97	x	104	101	100
O=C1/C(=C/c2cc3cc4c(cc3nc2Cl)OCO4)SC(=S)N1Cc1ccco1	64	86	80	105	77	82	82	72
CC1(C)CC(=O)C=C(NCCCCCCCCNC2=CC(=O)CC(C)(C)C2)C1	91	118	96	107	108	101	105	102
O=C1N=C2SC=C(c3ccccc3)N2C1CCN1CCOCC1 (stereo not drawn)	93	103	96	99	89	107	101	113
Cc1ccc(N)cc1S(=O)(=O)O	99&105	109&109	117&103	98	109&105	110&127	95&100	86&98
O=C(C[n+]1cccc(Br)c1)c1ccc(Cl)cc1	98	92	81	94	95	99	107	104
C=C(CN1CC=CCC1)[C@@H]1CC[C@]2(COC(C)=O)CC[C@]3(C)[C@H](CC[C@@H]4[C@@]5(C)CC[C@H](O)C(C)(C)[C@@H]5CC[C@]43C)[C@@H]12	90	112	79	106	100	95	103	92
N#C/C(=C/c1cccc(Oc2ccccc2)c1)c1ccccc1	98	103	89	94	99	111	107	89
COc1ccc2c(c1)CC=C1[C@@H]2CC[C@]2(C)C(=O)/C(=N/O)C[C@@H]12	x	87	90	89	70	63	90	x
CN(C)c1ccc(C(=O)C(NCCO)c2ccccc2)cc1 (stereo not drawn)	89	112	79	74	93	96	104	112
CCCC(CCC)Oc1ccc(CCCC2=C(O)c3ccccc3C(=O)C2=O)cc1	29	55	65	36	5.4*	x	35	23
N#CCC1=CCCCC1	104	96	93	126	98	107	124	92
O=c1c(O)c(NC[C@H]2OC(O)[C@H](O)[C@@H](O)[C@@H]2O)c1=O (stereo partly drawn)	92	94	98	107	101	91	101	102
NCCNc1nc(-c2ccccc2)nc2nc(-c3ccccc3)oc12	81	93	82	98	x	19	91	24
